HCV inh = qHTS Assay for Inhibitors of Hepatitis C Virus (HCV) | Huh7.5.1 HCVcc-Cre infection, luciferase reporter, 44 h | Potency, µM (series often up to 41.8 µM), inactives show top-dose activity change, negative = inhibition, usual class: inhibitors | 340,000 tested, 3.4% active | AID 651820, 2012; note: potency is the fitted concentration of half-maximal effect
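Infectious HCV cell culture screen: compound-treated cells (1,000/well, pre-plated 4 h) are infected with HCVcc-Cre at roughly 0.5 moi and grown 44 h. Infection is quantified by luciferase signal after 15 min substrate incubation at room temperature.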
HCMV inh = qHTS Assay for inhibitors of the human cytomegalovirus (HCMV); HFF cells, HCMV-luciferase reporter, 72 h; stronger effect = lower value; activity change, negative = inhibition, % at 57.5 µM; 410,000 tested, 4.5% active; in the data active = activity change below about -60%; inconclusive = no clear call, values can overlap the other calls; inactive = above about -39%
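Luciferase read-out from HCMV-luciferase-infected HFFs (MOI 1 PFU/cell) 72 h post infection at 37C; compounds added after 16 h cell attachment; activity normalized between buffer-only basal and Salinomycin (10uM) inhibitor controls.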
LmPK inhibitor = qHTS Assay for Inhibitors of Leishmania Mexicana Pyruvate Kinase (LmPK) | Q27686 | purified LmPK, Kinase-Glo ATP luminescence, 1 h | Potency, µM (top dose mostly 57.5 µM), for inactives: at the top dose activity change, negative = inhibition, hits mostly inhibitors | 290,000 tested, 0.37% active; note: potency is the fitted concentration of half-maximal effect
Target sequence (Q27686 whole entry, looked up): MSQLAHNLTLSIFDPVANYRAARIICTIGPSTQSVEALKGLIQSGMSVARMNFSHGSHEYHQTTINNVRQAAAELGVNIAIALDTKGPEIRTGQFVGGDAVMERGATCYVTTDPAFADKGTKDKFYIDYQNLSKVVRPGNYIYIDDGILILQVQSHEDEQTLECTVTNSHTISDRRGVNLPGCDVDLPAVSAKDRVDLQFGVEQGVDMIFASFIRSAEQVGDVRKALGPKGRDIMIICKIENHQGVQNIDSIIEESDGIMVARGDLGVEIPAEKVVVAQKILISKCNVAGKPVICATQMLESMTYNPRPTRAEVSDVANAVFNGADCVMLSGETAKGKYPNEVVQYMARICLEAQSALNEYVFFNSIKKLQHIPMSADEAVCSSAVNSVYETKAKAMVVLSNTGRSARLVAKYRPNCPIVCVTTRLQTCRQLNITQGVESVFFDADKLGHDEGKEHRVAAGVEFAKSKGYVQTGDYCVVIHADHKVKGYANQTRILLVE
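0.1 nM LmPK, 0.5 mM PEP, 0.1 mM ADP; 50 mM imidazole pH 7.2, 7 mM MgCl2, 50 mM KCl; 1 h RT. Kinase-Glo luminescence readout, normalized to no-enzyme (full inhibition) and uninhibited wells.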
AmpC inh no detg = qHTS Inhibitors of AmpC Beta-Lactamase (assay without detergent); P00811; AmpC nitrocefin hydrolysis, absorbance 480 nm, 0.0001% Triton; Potency, µM (top dose mostly 57.1 µM), for inactives: top-dose activity change, negative = inhibition, actives largely listed as inhibitors; 330,000 tested, 0.52% active; AID 485341, 2010;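 note: potency is the fitted concentration of half-maximal effect; plate controls were no compound for no effect and no enzyme for full effect; nearly all actives have a fitted effect of over 20% in size; some results filed as inactive show a strong effect at the top dose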
Target sequence (P00811 whole entry, looked up): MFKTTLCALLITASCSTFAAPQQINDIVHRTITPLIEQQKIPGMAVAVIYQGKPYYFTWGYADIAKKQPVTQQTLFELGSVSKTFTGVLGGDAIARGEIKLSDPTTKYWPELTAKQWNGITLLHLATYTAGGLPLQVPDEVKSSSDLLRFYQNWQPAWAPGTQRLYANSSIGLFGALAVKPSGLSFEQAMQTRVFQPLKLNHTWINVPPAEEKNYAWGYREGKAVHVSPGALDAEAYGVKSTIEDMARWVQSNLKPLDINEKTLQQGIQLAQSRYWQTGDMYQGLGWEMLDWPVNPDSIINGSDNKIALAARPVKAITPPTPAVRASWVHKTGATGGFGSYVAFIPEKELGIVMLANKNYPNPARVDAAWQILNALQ
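20 mM phosphate pH 7.0 + 0.01% (detergent screen) or 0.0001% Triton X-100; 5.3 nM AmpC reagent; cpd preinc 15 min RT; nitrocefin (800 uM stock) to start; A480 q20 s × 4 min; Activity was normalised to no-enzyme and no-compound control wells.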
Tb PYK inh = qHTS of Trypanosoma Brucei Inhibitors; pyruvate kinase (Trypanosoma brucei), Q57TT1; TbPYK enzyme, Kinase-Glo Plus ATP luminescence, 45 min; 410,000 tested, 0.12% active; Potency, µM (titrated, usually from 76.8 µM), for inactives: at the top dose activity, negative = inhibition, hits mostly inhibitors; note: potency is the fitted concentration of half-maximal effect; nearly all actives have a fitted effect of over 50% in size
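Enzyme and substrate buffer are dispensed first and compound is pin-transferred. ADP at 130 uM final then starts the reaction, which runs 45 min at room temperature. Detection reagent is added for 10 min before luminescence is imaged.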
AMA1-RON2 inh = qHTS for Inhibitors of AMA1-RON; Towards Development of Antimalarial Drug Lead: Primary Screen | Plasmodium falciparum AMA1 (3D7) - RON2 peptide interaction | AlphaScreen AMA1-biotinylated RON2 peptide binding | Potency, µM (top dose mostly 58.2 µM), for the others: at the highest dose activity change, negative = inhibition, actives largely listed as inhibitors | 360,000 tested, 0.2% active | AID 720542, 2013;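 note: potency is the fitted concentration of half-maximal effect; 0% = vehicle wells and -100% = peptide control; nearly all actives have a fitted effect of over 45% in size; some results filed as inactive show a strong effect at the top dose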
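AMA1 (3D7) with his tag at 25 nM final met compounds first, then biotinylated RON2 peptide at 25 nM; detection used donor plus acceptor beads, 10 µg/mL apiece, read by AlphaScreen after 30 min at room temperature.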
AmpC inh detg = qHTS Inhibitors of AmpC Beta-Lactamase (assay with detergent) | P00811 | AmpC hydrolysis of nitrocefin, absorbance 480 nm, 0.01% Triton | Potency, µM (top dose mostly 114 µM), for inactives: at the highest dose activity change, negative = inhibition, most hits filed as inhibitors | 370,000 tested, 0.041% active | AID 485294, 2010;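 note: potency is the fitted concentration of half-maximal effect; 0% = no-compound wells and -100% = no-enzyme wells; nearly all actives have a fitted effect of over 25% in size; some results filed as inactive show a strong effect at the top dose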
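AmpC (5.3 nM in the dispensed reagent) in 20 mM phosphate pH 7.0 with 0.01% (detergent screen) or 0.0001% Triton X-100 was preincubated with compounds for 15 min at room temperature. Nitrocefin was then added from an 800 uM solution, and hydrolysis was followed at 480 nm.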
Numbers without * were called inactive; ? = inconclusive; nt = not tested or not shown; & = joins results of further samples; [ ] = another dose, or the depositor's remark. Unless noted, calls come from the whole dose curve; as a rule, active = well fitted curve in the direction sought with a large enough effect; inconclusive = small, poorly fitted or top-dose-only effect, or another doubt; inactive = no such curve, though single readings can be large; an effect the other way counts as inactive or inconclusive. Unless noted, % is set by controls: 0 for no effect and ±100 for the full control effect.

Compound	HCV inh	HCMV inh	LmPK inhibitor	AmpC inh no detg	Tb PYK inh	AMA1-RON2 inh	AmpC inh detg
COc1ccc(CNC(=O)c2ccc(NC(=O)C3CCCO3)cc2)cc1 (stereo unspecified)	22%	42	-2%	-11%	-11%	-13%	1%
CN1CCN(c2ccc(CNC(=O)c3ccc(-c4ccc(F)c(F)c4)c4ccoc34)cc2)CC1	nt	-15	nt	nt	-1%	?	nt
Cc1cccc(Oc2coc3cc(OCC(=O)NC4CCCCC4)ccc3c2=O)c1	nt	-12	nt	nt	2%	nt	-2%
COC1CCN(Cc2c(C(=O)N3CCc4ccccc4C3)nc3ccc(Cl)cn23)CC1	30%	-27	-5%	-7%	-6%	11%	4%
O=C(CSc1ccc([N+](=O)[O-])cc1)c1ccccc1	33%[activator]	-73*	nt	nt	6%	0%	nt
Cc1ccc(OCC(=O)Nc2ccc(OCc3cc(=O)n4cccc(C)c4n3)cc2)cc1C	nt	-13	nt	nt	-4%	nt	13%
Cc1ccc(NC(=O)CSc2nnc(COc3ccc(C#N)cc3)n2-c2ccccc2)cc1C	?	-13	-2%	3%	-2%	-3%	-18%
COc1cc(/C=N/Nc2nc(N3CCCC3)nc(N3CCCC3)n2)ccc1O	?	7	-2%	-4%	-6%	17%	1%
CCOc1ccc2ccccc2c1/C=N/NC(=O)CNC(=O)c1ccccc1F	?	-22	3%	0%	1%	-11%	?
O=C(CCOc1ccccc1)N(Cc1cccnc1)c1nc2c(F)cccc2s1	nt	-25	nt	nt	-5%	nt	-2%
Cc1ccc(C(C)C)c(OCCNC(=S)Nc2cccc3ccccc23)c1	32µM*	-25	5%	-40%	2%	0%	3%
Cc1ccc(CN2CCN(Cc3ccc(OC(C)C)cc3)CC2CCO)o1 (stereo unspecified)	-8%	-18	1%	42%	-6%	-1%	0%
CC(C)Cn1c(N)c(C(=O)CSc2ncn[nH]2)c(=O)n(C)c1=O	0%	-19	nt	nt	4%	11%	nt
CC(C)(O)c1ccc2c(c1)CCC1C(C)(C(=O)O)CCCC21C (stereo unspecified)	-22%	1	6%	-31%	-1%	?	6%
CCOC(=O)CC1=NC(=O)CS1	1%	-5	-1%	-13%	3%	2%	?
CCCCC1CC2=C(C(=O)OC(C)(C)O2)C(c2ccc3ccccc3c2)O1 (stereo unspecified)	nt	0	nt	nt	-3%	-8%	nt
CCCN(CCC)c1nc2ccccc2nc1C(C#N)C(=O)OCCOC (stereo unspecified)	?	3	-1%	nt	-9%	-7%	1%
O=c1cc(O)nc(-c2ccccc2)s1	8%	-36	1%	-13%	-2%	3%	-5%
CCCCC(CCC(=O)Nc1nccs1)C(=O)O (stereo unspecified)	7%	8	-2%	-20%	9%	-1%	?
O=C(COC(=O)c1ncc(Cl)c(Cl)c1Cl)NNC(=O)c1ccccc1	36%[activator]	-36	nt	-20%	9%	28%	-11%
CCCCCCCCCOC(=O)C[n+]1csc(CCO)c1C	4%	-36	3%	57%	-3%	-16%	-1%
COc1ccc(CCC(=O)NNC(=O)Cn2nc(C)cc2C)cc1	1%	nt	-6%	209%	1%	100%[activator]	1%
CCOc1ncccc1C(=O)OCC(=O)Nc1ccc(S(=O)(=O)N2CCCC2)cc1	?	-22	nt	-5%	2%	10%	4%
CC(N=Cc1cccc(O)c1O)c1ccccc1 (stereo unspecified)	8%	nt	-6%	-41%	?	?	?
O=C(COC(=O)CCC(=O)c1ccc(F)cc1)Nc1nnc(-c2ccccc2)o1	?	-32	nt	-26%	0%	86%[activator]	?
COc1ccc(C(C)N2CC34C=CC(O3)C(C(=O)OCC(C)C)C4C2=O)cc1 (stereo unspecified)	0%	nt	-5%	27%	nt	nt	-13%
COCCn1c(=O)[nH]c(=O)c2c1nc(-c1ccc(-c3ccc(Cl)cc3[N+](=O)[O-])o1)n2Cc1ccccc1	10µM*	181	-1%	7.9µM*	-7%	-6%	-1%
COc1ccccc1CNC(=O)CCC1N=C2c3ccccc3N=C(SCc3ccc(Cl)cc3)N2C1=O (stereo unspecified)	nt	-17	nt	nt	2%	nt	5%
Cc1nc2cc(F)ccc2n1C1CCN(Cc2nnnn2CCc2ccccc2)CC1	8%&-9%	-11	-8%	201%[activator]	3%	-6%	0%
NS(=O)(=O)c1ccc(CNC(=O)c2sccc2-c2ccccc2)cc1	0%	50	3%	-15%	-5%	17%	1%
O=c1[nH]c(=O)n(-c2ccccc2)c(O)c1/C=C1/C(c2ccccc2)=Nc2ccccc21	?	36	4%	-43%	2%	-11%[2.32 µM]	-10%
CCOc1ccc(/C=N/NC(=O)c2cc(-c3ccco3)nc3ccccc23)cc1	?	127	3%	-35%	-3%	32%[activator]	-11%
O=C(O)/C=C/c1cn(Cc2ccccc2)nc1-c1cccnc1	23%	-2	3%	-8%	-3%	-4%	-3%
COc1ccc(-c2csc(NC(=S)NC(=O)c3ccc(S(=O)(=O)N(C)C)cc3)n2)cc1OC	?	?	-1%	-4%	-11%	106%[activator]	-9%
CC1CCN(c2cc(N3CCOCC3)c([N+](=O)[O-])cc2F)CC1	-8%	-21	5%	67%[activator]	-4%	-16%	1%
CCn1ccnc1[C@@H]1C[C@H]2CN(Cc3ccccc3OC)C(=O)[C@]23CCCN13	29%	?	3%	6%	1%	12%	3%
CC(CCc1ccccc1)NC(=O)CN1C(=O)NC2(CCCCC2)C1=O (stereo unspecified)	18%	20	2%	-13%	1%	-8%	?
O=C(COc1ccccc1[N+](=O)[O-])Nc1ccccc1N1CCCC1	?	-33	-2%	-14%	-5%	?	-1%
CN1CCN(C(c2ccc(Cl)cc2Cl)c2sc3nc(-c4ccco4)nn3c2O)CC1 (stereo unspecified)	nt	3	nt	nt	-1%	nt	1%
C=CCN(CC(=O)NCC1CCCO1)C(=O)CCC(=O)Nc1cc(C)on1 (stereo unspecified)	20%	91	2%	1%	1%	2%	0%
COCCNC(=O)C1(C)CCCN(C(=O)c2ccc(C)c(F)c2)C1 (stereo unspecified)	nt	-32	nt	nt	1%	-4%	nt
Cc1cccc(NC(=O)Cc2nnc(NC(=O)Nc3ccccc3F)s2)c1	-12%	?	-5%	-21%	-2%	-2%	2%
COc1ccc(CCNC(=O)CCS(=O)(=O)c2ccc(C)cc2)cc1OC	10%	47	4%	-17%	-15%	3%	-15%
O=[N+]([O-])c1ccc(NN=Cc2ccc(O)cc2)nc1	-22%	8	nt	nt	-1%	-3%	nt
CCOC(=O)N1CCC(NC(=O)c2ccc3c(c2)N(C)C(=O)/C(=C/c2cccc(OC)c2)S3)CC1	3.2µM*	-19	-5%	-2%	-1%	-2%	0%
Cc1cc(C)n2c(NC3CCCC3)c(-c3cc4ccccc4o3)nc2n1	nt	46	nt	nt	3%	0%	nt
COc1cccc(CSc2nnnn2-c2ccc(O)cc2)c1	17%	-27	-15%	-30%	5%	-9%	2%
O=C(NC(=S)Nc1nc(-c2cccc3ccccc23)cs1)c1cc2ccccc2o1	-15%	52	2%	-21%	-2%	16%	4%
CC(=O)OCP(C)(=O)COC(C)=O	13%	-2	11%	-20%	-7%	-3%	?
CC(C)(C)c1ccc(C(=O)N2CCC(C(=O)NCc3ccncc3)CC2)cc1	0%	nt	0%	47%	1%	16%	3%

(next part)
Compound	HCV inh	HCMV inh	LmPK inhibitor	AmpC inh no detg	Tb PYK inh	AMA1-RON2 inh	AmpC inh detg
O=C(COc1ccc(Cl)cc1)Nc1cccc(S(=O)(=O)NC2=NCCCCC2)c1	?	19	nt	-13%	-1%	11%	?
O=C(CSc1nc2nccnc2c(=O)n1CCc1c[nH]c2ccccc12)Nc1ccc(F)cc1	nt	-63*	nt	nt	4%	nt	11%
CSCc1c(C(=O)NC2CCCc3ccccc32)oc2ccccc12 (stereo unspecified)	-15%	-33	4%	-2%	4%	9%	?
C=CC[C@@H]1C=C[C@H](O/N=C/c2ccc(C(=O)N3[C@H](c4ccc(C)cc4)[C@@H](C)CC[C@H]3C(=O)OC)cc2)[C@@H](CO)O1	-5%[8.37 µM]	nt	-1%	252%[activator]	nt	nt	-14%
Cc1nc2sccn2c(=O)c1S(=O)(=O)NCCc1ccc(Cl)cc1	11%	-24	7%	-4%	-10%	12%	1%
Cc1ccc(NC(=O)c2cc([N+](=O)[O-])ccc2N2CCOCC2)cc1C	-22%	?	-9%	16%	-1%	-4%	-15%
COc1ccc(N=C2SC(C(N)=O)CC(=O)N2CCc2ccc(OC)c(OC)c2)cc1 (stereo unspecified)	2%	25	1%	51%	-10%	-2%	-3%
Cc1ccc(Cn2cnc3c(oc4ccccc43)c2=O)cc1	nt	43	nt	nt	-2%	nt	28%
CC(C)(C)NC(=O)/C=C/c1ccc(C(F)(F)F)cc1	-3%	5	3%	1%	-2%	21%	7%
Cc1nc(NC(=O)c2ccccc2O)sc1C	4%	74	-5%	-13%	-11%	8%	1%
O=C(O)COc1cnc2ccccc2n1	12%	-6	1%	-34%	1%	31%[activator]	2%
O=C1CSC(c2cccnc2)N1c1ccccc1 (stereo unspecified)	16%	39	6%	-19%	1%	14%	0%
Cc1ccc(CN(CC(O)COc2cccc3[nH]cc(C)c23)C(C)(C)C)cc1 (stereo unspecified)	?	?	-7%	-1%	-2%	?	9%
Cc1ccc(NC(=O)C2CC(O)CN2C(=O)OCc2ccccc2)cc1C (stereo unspecified)	10%	22	-2%	24%	9%	0%	2%
NCC(O)COc1ccc2c(c1)OCO2 (stereo unspecified)	13%	50	1%	10%	6%	-8%	5%
Cc1cccc(OC(C)C(=O)Nc2ccccc2C(=O)N2CCCCC2)c1 (stereo unspecified)	?	5	1%	20%	-23%	-18%	-5%

A draw from above in order of formula weight, falling:
Compound	HCV inh	HCMV inh	LmPK inhibitor	AmpC inh no detg	Tb PYK inh	AMA1-RON2 inh	AmpC inh detg
O=C1CSC(c2cccnc2)N1c1ccccc1 (stereo unspecified)	16%	39	6%	-19%	1%	14%	0%
NCC(O)COc1ccc2c(c1)OCO2 (stereo unspecified)	13%	50	1%	10%	6%	-8%	5%
O=C(O)COc1cnc2ccccc2n1	12%	-6	1%	-34%	1%	31%[activator]	2%

Screening data from PubChem.
